NS5 inhibitors: Dengue-2 NS5 methyltransferase inhibitors, primary screen, biochemical, confirmation dose response (AID 588689); Dengue-2 NS5 methyltransferase capping enzyme assay, biochemical; higher % means a stronger effect; inhibition, % at 25 µM; hits with a dose series show IC50 in µM; Genome polyprotein (Dengue virus type 2 (strain 16681-PDK53)); 340,000 tested, 0.3% active; in the data active = a potency from the dose series; inconclusive = inhibition above about 29% without an active follow-up result
HIV peptide binding: inhibitors of HIV fusion peptide binding, primary screen, biochemical, uHTS, fluorescence dequenching (AID 1986). inhibition, % at 20 µM; hits with a dose series show IC50 in µM. 290,000 tested, 0.3% active. cell-free peptide binding, fluorescence dequenching, 30 min; higher % means a stronger effect; in the data active = inhibition mostly above about 52%, no sharp cut-off; inactive = mostly below about 76%; note: some results filed as inactive read as strong as hits
K1F lysis inhibition: inhibition of K1F phage lysis, E. coli UTI89, bacterial capsule biogenesis inhibitors, alamar blue (AID 488966); one-dose inhibition, % at 100 µM; IC50 in µM for titrated hits; 340,000 tested, 0.02% active; E. coli UTI89 K1F phage lysis, alamar blue, 2 h; higher % means a stronger effect;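 active = phage lysis inhibition, versus mean bacterial control, above a set limit; inconclusive = no clear call, values can overlap the other calls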;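 note: capsule biogenesis inhibitors block K1F phage lysis so surviving cells raise fluorescence; higher fluorescence means more inhibition of phage lysis; actives were called in the ten point dose series up to 300 µM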
RSV antiviral HEp-2: RSV antiviral activity via CPE protection, HEp-2 cells, primary 10 µM value included (AID 2391); HEp-2 cells, RSV-induced CPE inhibition; higher % means a stronger effect; CPE inhibition, % at 10 µM, or IC50 in µM where a hit was titrated; 310,000 tested, 0.13% active; in the data active = a potency from the dose series; inconclusive = CPE inhibition mostly from about 23% at the one dose, without a potency; inactive = the rest, 99 in 100 with CPE inhibition below about 21%; note: strong numbers were not always called active
MgcRacGAP inhibition: MgcRacGAP GTPase-activating activity inhibitors, confirmation, biochemical, ADP Hunter fluorescence | Rac GTPase-activating protein 1 (Homo sapiens) | MgcRacGAP-stimulated Rac1 GTP hydrolysis, ADP Hunter fluorescence; higher % means a stronger effect; GST-tagged Rac1 F28L mutant substrate | inhibition, % at 30 µM, or IC50 in µM where a hit was titrated | 340,000 tested, 0.6% active;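 active = first-screen hits whose inhibition reached a set limit at any dose in the follow-up dose series; inconclusive = inhibition above the set first-screen limit but never retested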;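 note: fluorescence reports GDP produced by GAP-driven GTP hydrolysis; strong numbers were not always called active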
SV40 large T antigen: SV40 large T antigen inhibitors, biochemical (AID 1903); SV40 large T antigen ATPase/helicase inhibition assay; higher % means a stronger effect; one-dose inhibition, % at 20 µM; IC50 in µM for titrated hits; 310,000 tested, 0.39% active; in the data active = a potency from the dose series; inconclusive = inhibition mostly from about 32% at the one dose, without a potency; inactive = the rest, 99 in 100 with inhibition below about 32%; note: strong numbers were not always called active
Salmonella PhoP GFP: inhibitors of PhoP regulon expression, primary screen, Salmonella Typhimurium, GFP reporter (AID 1863) | S. Typhimurium PhoP-regulated promoter GFP reporter, 4 h; higher % means a stronger effect | inhibition, % at 50 µM; hits with a dose series show IC50 in µM | 300,000 tested, 0.16% active;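 active = inhibition over 29.93%, a cutoff 3 SD above the screen mean, later confirmed by dose response; inconclusive = inhibition over 29.93% but no dose response follow-up; inactive = inhibition at most 29.93% or unconfirmed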;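 note: 0% = low Mg2+ inducing control and 100% = high Mg2+ repressing control; strong numbers were not always called active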
GPR35 antagonists: GPR35 antagonists blocking zaprinast-driven arrestin recruitment, primary screen, imaging, U2OS, beta-arrestin-GFP, zaprinast agonist (AID 2058) | U2OS GPR35 beta-arrestin-GFP translocation imaging, zaprinast antagonism; higher % means a stronger effect | G-protein coupled receptor 35 (Homo sapiens) | one-dose inhibition, % at 10 µM; IC50 in µM for titrated hits | 290,000 tested, 0.052% active;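 active = inhibition of at least 50% with at least 30 cells and total cytoplasm GFP at most 10,000,000; inconclusive = under 30 cells or total GFP of 10,000,000 plus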
GPR55 antagonists: GPR55 antagonists blocking LPI-driven arrestin recruitment, primary screen, imaging, U2OS, beta-arrestin-GFP, LPI agonist (AID 2013); G-protein coupled receptor 55 (Homo sapiens); U2OS GPR55 beta-arrestin-GFP translocation imaging, LPI antagonism; higher % means a stronger effect; one-dose inhibition, % at 10 µM; IC50 in µM for titrated hits; 290,000 tested, 0.13% active;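 active = spots per cell inhibited over 60%, with over 100 cells counted and total cytoplasm intensity under 500,000; inconclusive = wells with under 100 cells, flagged as likely toxic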;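 note: U2OS cells stably carrying GPR55 and arrestin-GFP stimulated by 5 µM LPI near EC80; imaged beta-arrestin-GFP aggregate spots per cell after agonist stimulation; plate controls were LPI-stimulated DMSO wells for no effect and DMSO wells without LPI for full effect; some results filed as inactive read as strong as hits; confirmed hits need IC50 under 10 µM and bright autofluorescent wells are also inconclusive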
Starred values were filed as active, the others as inactive; u = inconclusive; x = no result given; [ ] = another dose, or the depositor's remark.

Structure | NS5 inhibitors | HIV peptide binding | K1F lysis inhibition | RSV antiviral HEp-2 | MgcRacGAP inhibition | SV40 large T antigen | Salmonella PhoP GFP | GPR35 antagonists | GPR55 antagonists
CC(C)C(=O)Nc1sc2c(c1C(N)=O)CCN(Cc1ccccc1)C2 | -2% | 0.9% | 0.0% | 0.6% | 6% | 3% | x | -13% | 3%
Cc1cccc(NC(=O)C2CCN(S(=O)(=O)c3c(C)[nH]c(=O)[nH]c3=O)CC2)c1 | 1% | 0.0% | 1.4%[50 µM] | 3.9% | 10% | 17% | 5% | 5% | 8%
Cc1ccccc1OCC(=O)OCC(=O)NCCc1ccccc1 | -1% | x | 0.3%[50 µM] | 0.4% | 3% | x | x | x | x
COC(=O)c1cc2ccccc2oc1=O | -6% | 1.3% | 0.2% | 8.8% | 6% | 14% | 12% | 10% | 1%
COC(=O)c1ccc(COC(=O)c2ccc(N(C)C)cc2)cc1 | -2% | -1.2% | 1.2% | 6.0% | 8% | 9% | 5% | -10% | 2%
O=C(COc1ccc2ccc(=O)oc2c1)c1ccccc1 | -2% | -1.3% | 0.0% | 0.1% | 10% | 6% | -5% | 5% | 8%
C=CCC1(CC=C)CCCN1C(=O)CC1C(=O)NCCN1Cc1ccc(OC)c(OC)c1 (centres undefined) | x | -2.5% | -0.7% | 2.5% | 3% | 10% | -8% | 9% | 15%
COc1ccc(CNc2nc(Cl)c(C#N)s2)cc1 | -6% | -1.2% | 0.2% | 3.9% | -7% | 2% | 18% | -5% | -6%
C=CCN(CC=C)CCCOc1ccccc1C(=O)OC | -9% | 1.9% | -0.1% | -0.1% | -20% | 6% | -7% | -12% | 10%
CCN1C(=O)N(c2cccc3ccccc23)C(C)=CC1(C)C | -12% | -2.2% | 2.7%[50 µM] | 1.1% | 1% | 4% | 9% | 3% | 19%
COc1ccc(S(=O)(=O)NCC2CCC(C(=O)NCc3cccnc3)CC2)cc1 (centres undefined) | -6% | 0.0% | 0.3% | -1.6% | 6% | 3% | 12% | -9% | -8%
CCC(C)(C)n1nnnc1C(c1ccc(C)cc1)N1CCCC1 (centres undefined) | -3% | 0.4% | 2.1% | 0.5% | 2% | 3% | 13% | 9% | -5%
COc1ccccc1NC(=O)Nc1ccccc1SC | 5% | -1.6% | 0.3% | 1.3% | 12% | 6% | 11% | -9% | 4%
CC1(OC(=O)CCc2ccccc2)C(=O)C=C2C=C3CCCN3C=C2C1=O (centres undefined) | 24% | 15% | 1.4% | 1.9% | 11% | 36% | -12% | 18% | -3%
CCCOc1ccc(C(=O)CCNc2ccc(C)c(Cl)c2)cc1 | -3% | -2.3% | 4.1% | 3.0% | 5% | 0% | 3% | -7% | x
CC1CC(C)CN(C(=O)CCc2ccccc2)C1 (centres undefined) | 1% | 0.0% | -0.6% | -0.5% | 8% | 8% | -7% | -5% | -3%
CCOC(=O)c1c(C)n(C)c2ccc(OC(=O)c3ccc(N4C(=O)CCC4=O)cc3)cc12 | -6% | -0.8% | -0.1% | 3.1% | 5% | 14% | -16% | -5% | 3%
COc1ccc(NC(=O)CSc2nccn2-c2ccccc2)c(OC)c1 | -3% | 0.3% | 0.1% | 1.9% | -3% | 6% | 1% | -11% | 5%
O=C1CC(c2ccccc2Cl)=NN(c2ncnc3ccccc23)C1=O | -10% | 20% | 0.2% | 3.5% | 2% | 8% | 0% | -1% | -4%
CC(=O)Nc1ccc(CN2CCCCCC2)cc1 | -2% | -1.0% | 0.0% | -0.5% | 4% | 7% | -7% | -9% | 13%
CC(=O)c1cccc(NC(=O)C2CC(=O)N(c3ccc4c(c3)OCCO4)C2)c1 (centres undefined) | -2% | x | 0.8%[50 µM] | 1.3% | 4% | x | x | x | x
O=C(NCc1ccccc1)c1ccc(CS(=O)(=O)c2ccc(Br)cc2)o1 | -7% | 0.8% | 0.0% | 15% | 1% | 19% | -2% | -5% | 6%
O=C(Nc1ccc(F)cc1F)c1ccc2nc(N3CCOCC3)sc2c1 | 2% | -0.6% | -0.5% | 0.9% | 18% | x | x | -10% | 42%
Cc1sc(NC(=O)CCC(=O)O)c(C(N)=O)c1-c1ccccc1 | 0% | -0.7% | -2.0% | 1.0% | 18% | 7% | 2% | -4% | -6%
Cc1cccc(Nc2nnc(SCC(=O)c3ccc(O)cc3O)s2)c1 | -9% | 4.7% | -0.1% | u | 4% | 3% | 0% | 1% | 3%
COc1ccc(C(=O)NC2CCc3ccccc32)cc1OC1CCN(C(C)C)CC1 (centres undefined) | -1% | 0.0% | 0.6%[50 µM] | 0.1% | 9% | 3% | 2% | 14% | 5%
CSC1=C(C#N)C(CC(C)C)C2=C(CCCC2=O)N1 (centres undefined) | 7% | 11% | 0.3% | -0.9% | 9% | 0% | -7% | -4% | 5%
CC1CN(CC(O)COc2ccc(C(C)C)cc2)CC(C)O1 (centres undefined) | -8% | 3.0% | -0.7% | -0.7% | 6% | 7% | -7% | 0% | 1%
Cc1nn(Cc2cccc(C(=O)Nc3ccn(Cc4ccccc4F)n3)c2)c(C)c1[N+](=O)[O-] | -2% | -4.3% | 0.5% | 0.7% | 3% | 1% | 3% | 5% | 2%
COc1ccc2[nH]c(CN3CCN(CC=C(C)C)C(CCO)C3)c(C)c2c1 (centres undefined) | -5% | 0.6% | 1.3% | 0.1% | 4% | 0% | -1% | -1% | 0%

The list goes on:
Order of results – NS5 inhibitors | HIV peptide binding | K1F lysis inhibition | RSV antiviral HEp-2 | MgcRacGAP inhibition | SV40 large T antigen | Salmonella PhoP GFP | GPR35 antagonists | GPR55 antagonists
- S=c1[nH]ncn1/N=C/c1ccccc1
  -12% | -0.5% | 0.3% | 1.3% | 8% | 9% | -10% | 19% | 29%
- Cc1ccc(OCCCC(=O)Nc2ccc(N3CCOCC3)cc2)cc1
  -7% | -0.2% | -0.2% | 1.4% | 8% | 4% | 4% | -4% | -2%
- O=C(NC(=S)Nc1ccc2oc(=O)ccc2c1)c1cccc(Cl)c1
  -4% | -0.7% | 0.3% | 1.6% | 6% | 10% | -2% | -6% | 9%
- CC(=O)N/C(=C/c1ccc(OS(=O)(=O)c2ccc(C)cc2)cc1)C(=O)NCCO
  3% | -3.2% | 2.2%[50 µM] | 1.3% | 10% | 7% | -11% | 0% | 2%
- O=C(c1cc(-c2ccncc2)nc2ccccc12)N1CCN(c2ccc(N3CCOCC3)nn2)CC1
  -7% | -2.8% | -1.2% | -1.1% | 6% | 10% | -6% | 15% | -2%
- O=C(Cc1ccccc1)Nc1nonc1NC(=O)c1ccccc1
  -2% | -3.4% | 0.6% | 3.7% | 7% | 7% | -8% | -1% | 1%
- Cc1ccccc1C(O)c1cccnc1 (centres undefined)
  -3% | 1.8% | 1.1% | -0.2% | 4% | 10% | 3% | -1% | 3%
- COc1cc2c(cc1N/C=C(\C#N)c1nc(-c3ccccc3)cs1)oc1ccccc12
  u | 8.0% | 0.4% | 3.7% | 11% | 21% | -22% | -7% | 9%
- Nc1nc(CSc2nnnn2-c2ccc(F)c(Cl)c2)nc(N2CCOCC2)n1
  -8% | x | 1.1% | 1.2% | 9% | x | x | x | x
- COc1ccc(/C=N/NC(=O)c2ccccc2OC)cc1COc1ccc(C)cc1
  -5% | 2.7% | -0.1% | 2.4% | 9% | 1% | -3% | -9% | 3%
- OCCN(Cc1nc(-c2ccc3c(c2)OCO3)no1)Cc1cccs1
  -1% | -0.3% | 0.0% | 1.6% | 6% | 11% | -5% | -8% | 33%
- O=Cc1ccc(OCC(=O)NC(=O)NC2CCCCC2)cc1
  -1% | -0.6% | 3.1% | 1.2% | 12% | 16% | -1% | 16% | 5%
- COC(=O)C(Cc1ccccc1)NC(=O)CCc1c[nH]c2ccccc12 (centres undefined)
  -2% | -0.7% | 0.1% | -0.4% | 2% | -9% | 1% | -4% | -8%
- CCN(CC)C(=O)Cn1cc(S(=O)(=O)CC(=O)Nc2ccc(C(N)=O)cc2)c2ccccc21
  -1% | 1.1% | 1.1%[50 µM] | 0.1% | 6% | -4% | 16% | -10% | -2%
- CC1(C)C2CCC1(CS(=O)(=O)NC(CC(=O)O)c1cccc(Br)c1)C(=O)C2 (centres undefined)
  0% | 1.2% | 0.3% | 2.1% | 5% | 9% | -6% | -6% | -3%
- CC(C)NC(=S)Nc1ccc2nc3n(c(=O)c2c1)CCCCC3
  -1% | -0.5% | 2.4%[50 µM] | 3.7% | 8% | 3% | -1% | 5% | 10%

Fetched one by one from above (3):
Order of results – NS5 inhibitors | HIV peptide binding | K1F lysis inhibition | RSV antiviral HEp-2 | MgcRacGAP inhibition | SV40 large T antigen | Salmonella PhoP GFP | GPR35 antagonists | GPR55 antagonists
- COc1ccc(/C=N/NC(=O)c2ccccc2OC)cc1COc1ccc(C)cc1
  -5% | 2.7% | -0.1% | 2.4% | 9% | 1% | -3% | -9% | 3%
- COC(=O)C(Cc1ccccc1)NC(=O)CCc1c[nH]c2ccccc12 (centres undefined)
  -2% | -0.7% | 0.1% | -0.4% | 2% | -9% | 1% | -4% | -8%
- O=Cc1ccc(OCC(=O)NC(=O)NC2CCCCC2)cc1
  -1% | -0.6% | 3.1% | 1.2% | 12% | 16% | -1% | 16% | 5%
